High-throughput results as filed in PubChem BioAssay.
HIV RNase H inh = blocks HIV-1 RNase H cleavage of RNA/DNA duplex; P04585; AID 565; inhibition, % at 10 µM; 65,000 compounds, 1.9% hits; RT-RNase H RNA/DNA duplex cleavage, fluorescence; in the data active = inhibition above about 50%
RmlC RmlD mix = inhibitors of RmlC and RmlD coupled enzymes | AID 1532 | 110,000 compounds, 0.39% hits | inhibition, % at 5.5 µM | RmlC/RmlD coupled enzyme inhibition, 384-well mixture HTS; in the data active = inhibition above about 30%, passing the limit was not always enough; note: strong numbers were not always called active
Starred values were filed as active, the others as inactive; . = not tested or not shown. A portion of the library, so the mix of outcomes need not match the whole.

compound | RmlC RmlD mix | HIV RNase H inh
CCO[C@@H]1OC(C(=O)NC2CC2)=C[C@H](C(C)(C)C)[C@H]1CCCO | 3 | .
O=P(c1ccccc1)(c1nc2ccccc2s1)N1CCOCC1 (stereo unspecified) | -9 | .
Cc1nnc(NC(=O)CSc2nccn2-c2cccc(C)c2C)s1 | 4 | -26
Cc1c(NC(=O)CSc2ccccn2)c(=O)n(-c2ccccc2)n1C | -4 | -4
Cc1occc1C(=O)Nc1nnc(C2CCCCC2)s1 | 9 | 6
O=C(CNC(=O)c1cccs1)NCC(=O)OCc1cccc(Cl)c1 | -16 | .
Cc1c(C(=O)N(C)C)sc2nc(-c3ccccn3)[nH]c(=O)c12 | 76 | .
CC1CC(C)CN(c2ccc(C(=O)OCC(=O)NC3CCCc4ccccc43)cc2[N+](=O)[O-])C1 (stereo unspecified) | -6 | .
O=C(COc1ccc(CO)cc1)Nc1ccc(F)cc1 | 8 | -10
Cc1cc(C(=O)CSc2nnnn2C)c(C)n1-c1cccc(F)c1 | -2 | -7
COc1ccc(C2C(=O)N(CCc3ccccc3)CC(=O)N2C2CCCCC2)cc1 (stereo unspecified) | 21 | .
CN(C)S(=O)(=O)c1cccc(NC(=O)COC(=O)CCc2nc3ccccc3s2)c1 | 11 | .
O=C(O)CCCCCN1C(=O)c2ccc(C(=O)O)cc2C1=O | 115 | -1
CCCCC(=O)N1C/C=C\[C@H](c2ccc(OC)cc2)N(Cc2ccc(F)cc2)C(=O)[C@@H]1C | -22 | .
Cc1ccc(-n2nnc3c(=O)n(Cc4cc(C)ccc4C)cnc32)cc1 | 13 | 24
Cc1ccc(-c2cc(C(=O)NCCCN3CCOCC3)no2)cc1 | -5 | -7
O=C(c1cn(-c2ccccc2)nc1-c1cccs1)N1CCOCC1 | 10 | .
CCN(c1ccccc1)S(=O)(=O)c1ccc(C(=O)Nc2nccs2)cc1 | -11 | .
Cc1cccc(N2CCN(C(=O)CN3CCOc4ccccc43)CC2C)c1 (stereo unspecified) | 6 | .
Cc1cc(NC(=O)c2ccc(C)s2)n(-c2ccccc2)n1 | 10 | .
O=C(CSc1ncn[nH]1)NC12CC3CC(CC(C3)C1)C2 | -12 | .
C=CCn1c(SCc2cccc(C#N)c2)nnc1-c1ccccc1O | 1 | -8
CCC(=O)Nc1cccc(C(=O)/C=C/c2cc(Br)ccc2OC)c1 | 5 | .
O=C(NCc1cccc(Cl)c1)c1cccc(C(F)(F)F)c1 | -7 | .
CCn1c(N2CCN(C(=O)Nc3ccc(F)cc3)CC2)nc2ccccc21 | 4 | .
O=C(c1ccc(O)cc1)c1ccc(C(=O)O)c(C(=O)O)c1 | 1 | 5
O=C(CN1CCC(O)CC1)N1c2ccccc2C=Cc2ccccc21 | -11 | 1
CCOCCCNc1nc2c(c(=O)n(C)c(=O)n2C)n1CCCc1ccccc1 | -20 | -4
NS(=O)(=O)c1ccc(-n2ncc3c(=O)[nH]c(SCC(=O)Nc4nccs4)nc32)cc1 | -1 | .
Cn1c(=O)cc(SCC(=O)N2CCC3(CC2)OCCO3)c2ccccc21 | 4 | -6
CN(C)CCn1c(=O)n(Cc2ccco2)c(=O)c2c3c(sc21)CCCCC3 | 14 | .
CCOC(=O)C(C)Sc1nnc(-c2c[nH]c3ccccc23)n1C (stereo unspecified) | -11 | -12
CCOc1ccc(NC(=O)CSc2nnc(C)n2Cc2ccccc2)cc1 | -4 | .
O=c1c2ccccc2oc2ccc(C#CC3(O)CCCCC3)cc12 | -41 | .
CN(C)CCOC(=O)c1cn(Cc2ccccc2)c2ccccc12 | -11 | 1
CC(C)C(=O)Nc1cccc(C(=O)Nc2ccc3c(c2)OCO3)c1 | 13 | -3
O=S(=O)(Cc1cc(-c2ccc(Cl)cc2)no1)c1ccccc1 | 12 | .
Cc1ccc(C)c(NC(=O)c2sc(Cl)nc2-c2ccccc2)c1 | -7 | .
CC(C)N=c1cc2n(-c3ccc(Cl)cc3)c3ccccc3nc-2cc1Nc1ccc(Cl)cc1 | 38 | 27
CCOc1ccc(-n2c(COc3ccc(C)cc3)nnc2SCC(N)=O)cc1 | -9 | -3
CC(C)(C)NC(=O)Nc1ccccc1C(N)=O | 19 | -3
Cc1nccn1CC1CCc2c(c3ccccc3n2C)C1=O (stereo unspecified) | -13 | .
CC1(C)NC(=O)N(CCCOc2ccccc2Br)C1=O | -10 | .
O=c1c2c(nc3c(-c4cccc5ccccc45)c[nH]n13)CCC2 | -1 | -2
CC(=O)Nc1ccc(N2C(C(C)=O)=NN(c3ccccc3)C2c2cccs2)cc1 (stereo unspecified) | -4 | .
CCOC(=O)c1c(-c2ccc(C)s2)csc1NC(=O)c1cccs1 | -2 | .
CCc1c(C)nc(N)n2c(SCC(=O)Nc3ccccc3OC)nnc12 | -7 | 3
Cc1ccc(-n2c(O)c(C=NCc3cccnc3)c(=O)[nH]c2=O)cc1C | 4 | -5
Cn1cccc1C(=O)OCc1cc(Cl)cc2c1OCOC2 | -3 | -81
CC(C)C(=O)NCCc1nc(-c2ccc(Cl)cc2)no1 | 10 | .
Cc1noc(C)c1C(=O)NCc1ccco1 | 9 | -7
Cc1cc(NS(=O)(=O)c2ccc(NC(=O)Cc3cccs3)cc2)no1 | 8 | -7
CCOC(=O)C(NC(=O)c1ccccc1)=C1C=C(C)OC(C)=C1 | 3 | -9
COc1cc2c(cc1OC)-c1nnc(-c3cccs3)n1C(C)(C)C2 | 7 | -13
COc1cccc(NC(=O)Cn2c(SCC(=O)N3CCOCC3)nc3ccccc32)c1 | 5 | 5
Cn1c(NCCCN2CCOCC2)nc2c1c(=O)n(Cc1ccc(Cl)cc1Cl)c(=O)n2C | -8 | -4

(next part)
compound | RmlC RmlD mix | HIV RNase H inh
COc1cc(S(=O)(=O)N2CCC(c3nc4ccccc4s3)CC2)ccc1S(=O)(=O)NC1CCCC1 | 10 | .
O=S(=O)(NC1CCCCC1NCc1ccco1)c1ccc(Cl)cc1 (stereo unspecified) | -6 | -15
CCOC(=O)C1(S(=O)(=O)c2ccc(Cl)cc2)CCN(Cc2ccccc2)CC1 | -21 | .
COc1ccc2c(c1)-c1c(sn(-c3ccc(OC)c(OC)c3)c1=S)C(C)(C)N2 | -6 | .
COc1ccc(NC(=O)CSc2nnc(Cn3c(=O)sc4ccccc43)n2C)cc1 | -13 | -9
Cn1c(/C(C#N)=C2/CCCCCN2)nc2ccccc21 | 7 | -19
O=C(NCc1cccs1)c1cc(-c2cccc(Cl)c2)on1 | 5 | 22
CCCCCCOc1ccc(OC(=O)c2ccncc2)cc1 | -14 | .
CCOC(=O)C1=C(C)Nc2ncnn2C1c1cc(OC)ccc1OC (stereo unspecified) | 0 | -10
CCOc1cc(/C=N/O)ccc1OS(=O)(=O)c1ccc(C)cc1 | -10 | .
O=C(Nc1nnc(-c2ccccc2Cl)o1)c1ccco1 | -7 | -12
CC1(C)C[C@H](O)[C@@]23C[C@@H](OC2=O)[C@]2(C)C(=CCC4[C@@]5(C)CC[C@H](O)C(C)(C)C5CC[C@]42C)[C@@H]3C1 (stereo partly specified) | 1 | .
CCO[C@H]1OC(C(=O)NCc2ccccc2)=C[C@@H](C)[C@@H]1CCCO | 6 | .
CCCCn1c(SCC(=O)NCc2ccco2)nnc1-c1ccoc1C | 0 | -6
COC(=O)CSc1nnc(SCc2ccccc2)s1 | -4 | -13
COc1ccc(CCNC(=O)c2cccnc2)cc1OC | -6 | -3
COn1c(-c2ccccc2)nc2c1CCc1c-2no[n+]1[O-] | -2 | .
COc1ccc(NC(=O)CS(=O)CC(=O)Nc2ccc(OC)c(OC)c2)cc1 (stereo unspecified) | 4 | 2
C[C@H]1C=C(C(=O)NCc2nc3ccccc3[nH]2)O[C@@H](OCCCCO)C1 | -16 | .
Cc1nc(CCNC(=O)COc2ccccc2)cs1 | -14 | -2
CCCCNc1nc(CC(C)=O)ns1 | 103 | .
Cc1cccc(N2CCN(C(=O)Cc3c(C(=O)O)[nH]c4ccc(Cl)cc34)CC2)c1C | 1 | -1
S=C(NC1CCCCC1)N1CCC(c2cnc[nH]2)CC1 | 8 | .
COc1cc(N=c2ssnc2Cl)c(OC)cc1Cl | 4 | .
CCN1CCN(C(=O)c2cc3nc(-c4ccccc4)cc(C(F)(F)F)n3n2)CC1 | 19 | 0
COc1ccc(CNC(=O)C(=O)NCC2CCCO2)cc1 (stereo unspecified) | 11 | .
Nc1c(NCc2ccccc2)c(=O)[nH]c(=O)n1Cc1ccccc1 | 7 | .
CCOC(=O)N1CCN(CC(=O)c2c(C)[nH]c3ccccc23)CC1 | 14 | -5
COc1ccc(C)cc1N(CC(=O)Nc1cccc(N(C)S(C)(=O)=O)c1)S(C)(=O)=O | 0 | -22
CCOc1cc(/C=N/NS(=O)(=O)c2ccccc2)ccc1OS(=O)(=O)c1ccc(C)cc1 | -40 | .
O=c1c2ccccc2nnn1CSc1nnc(-c2cccnc2)n1-c1ccccc1F | -11 | -4
COc1ccc(C(=O)N2CCN(C3CCC(c4ccccc4)CC3)CC2)cc1OC (stereo unspecified) | 4 | 0
Cc1ccc(C(N)=S)c(C)c1 | 97 | -8
CN1CCC(NC(=O)Cc2c(F)cccc2Cl)CC1 | . | 4
O=c1cc(COn2nnc3ccc(C(F)(F)F)cc32)nc2sccn12 | 8 | -31
CCN1CCN(C2=C(Cl)C(=O)N(Cc3ccccc3)C2=O)CC1 | -14 | .
O=C1C2CCCN2C(c2ccc(F)cc2)N1c1cccc(Cl)c1 (stereo unspecified) | 8 | -7
CCN(c1ccccc1)S(=O)(=O)c1cc(OC)ccc1OC | 10 | .
CCc1cccc(C)c1NC(=O)CSc1nnc(-c2cc3cc(Br)ccc3o2)n1CC | -223 | 13
Cc1cc([N+](=O)[O-])c(NCCCCCCO)c([N+](=O)[O-])c1 | -7 | .

27 compounds from above, ordered by molecular weight, high to low:
compound | RmlC RmlD mix | HIV RNase H inh
COc1cc(S(=O)(=O)N2CCC(c3nc4ccccc4s3)CC2)ccc1S(=O)(=O)NC1CCCC1 | 10 | .
CCc1cccc(C)c1NC(=O)CSc1nnc(-c2cc3cc(Br)ccc3o2)n1CC | -223 | 13
Cn1c(NCCCN2CCOCC2)nc2c1c(=O)n(Cc1ccc(Cl)cc1Cl)c(=O)n2C | -8 | -4
CC(C)N=c1cc2n(-c3ccc(Cl)cc3)c3ccccc3nc-2cc1Nc1ccc(Cl)cc1 | 38 | 27
CC1CC(C)CN(c2ccc(C(=O)OCC(=O)NC3CCCc4ccccc43)cc2[N+](=O)[O-])C1 (stereo unspecified) | -6 | .
COc1ccc(C)cc1N(CC(=O)Nc1cccc(N(C)S(C)(=O)=O)c1)S(C)(=O)=O | 0 | -22
COc1ccc(NC(=O)CSc2nnc(Cn3c(=O)sc4ccccc43)n2C)cc1 | -13 | -9
COc1cccc(NC(=O)Cn2c(SCC(=O)N3CCOCC3)nc3ccccc32)c1 | 5 | 5
CCCCC(=O)N1C/C=C\[C@H](c2ccc(OC)cc2)N(Cc2ccc(F)cc2)C(=O)[C@@H]1C | -22 | .
O=c1c2ccccc2nnn1CSc1nnc(-c2cccnc2)n1-c1ccccc1F | -11 | -4
CCN(c1ccccc1)S(=O)(=O)c1ccc(C(=O)Nc2nccs2)cc1 | -11 | .
Cc1nnc(NC(=O)CSc2nccn2-c2cccc(C)c2C)s1 | 4 | -26
Cc1ccc(-n2c(O)c(C=NCc3cccnc3)c(=O)[nH]c2=O)cc1C | 4 | -5
Cc1cc(C(=O)CSc2nnnn2C)c(C)n1-c1cccc(F)c1 | -2 | -7
O=P(c1ccccc1)(c1nc2ccccc2s1)N1CCOCC1 (stereo unspecified) | -9 | .
CC1(C)NC(=O)N(CCCOc2ccccc2Br)C1=O | -10 | .
CCN1CCN(C2=C(Cl)C(=O)N(Cc3ccccc3)C2=O)CC1 | -14 | .
CCOC(=O)N1CCN(CC(=O)c2c(C)[nH]c3ccccc23)CC1 | 14 | -5
Nc1c(NCc2ccccc2)c(=O)[nH]c(=O)n1Cc1ccccc1 | 7 | .
O=C(NCc1cccc(Cl)c1)c1cccc(C(F)(F)F)c1 | -7 | .
CCOC(=O)C(NC(=O)c1ccccc1)=C1C=C(C)OC(C)=C1 | 3 | -9
COC(=O)CSc1nnc(SCc2ccccc2)s1 | -4 | -13
O=C(O)CCCCCN1C(=O)c2ccc(C(=O)O)cc2C1=O | 115 | -1
Cc1occc1C(=O)Nc1nnc(C2CCCCC2)s1 | 9 | 6
O=C(Nc1nnc(-c2ccccc2Cl)o1)c1ccco1 | -7 | -12
COn1c(-c2ccccc2)nc2c1CCc1c-2no[n+]1[O-] | -2 | .
O=C(COc1ccc(CO)cc1)Nc1ccc(F)cc1 | 8 | -10

Next records follow.
compound | RmlC RmlD mix | HIV RNase H inh
Cc1cccc(OCC(O)CN2C(C)(C)CC(O)CC2(C)C)c1C (stereo unspecified) | 6 | 1
COc1ccc(Cc2c3cc(OC)c(OC)cc3cc[n+]2C)cc1OC | 8 | .
C=CCn1c(-c2ccccc2)c[nH]c1=S | -5 | -21
CCOC(C(=O)OCC(O)CN(CC)CC)(c1ccccc1)c1ccccc1 (stereo unspecified) | 1 | -9
COc1ccc(CCNC(=O)C2CC2)cc1OC | -7 | -11
Cc1sc2ncnc(SCC#N)c2c1C | -5 | 12
CCOC(=O)c1c(C)c(C(=O)NCc2cccnc2)c(C)n1C | -7 | -6
